Screening data (PubChem)
Avidin bead fluor – green autofluorescence of compounds with avidin beads – biophysical, 488/530 nm, flow cytometry, artefact control, profiling panel; fluorescence (KMESF) at 10 µM; compound fluorescence 488/530 nm; hits give high values; 220,000 tested, 0.38% active; in the data active = fluorescence above about 47; also: inactives centre near 10
Mcl1 Bid PPI – Mcl-1/Bid binding inhibitors, primary screen, biochemical, TR-FRET, 1536-well; Induced myeloid leukemia cell differentiation protein Mcl-1 (Homo sapiens), Q07820; inhibition, % at 21.7 µM; 220,000 tested, 0.97% active; TR-FRET Mcl-1/Bid-Dy647 peptide binding; AID 1021, 2008;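 active = compounds that cut the binding signal by more than half at the single screening dose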;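 also: His-tagged Mcl-1 with europium anti-His antibody binding Bid BH3 peptide; 0% = Mcl-1 plus peptide wells and 100% = peptide-only wells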
Target sequence (Q07820 whole entry, looked up): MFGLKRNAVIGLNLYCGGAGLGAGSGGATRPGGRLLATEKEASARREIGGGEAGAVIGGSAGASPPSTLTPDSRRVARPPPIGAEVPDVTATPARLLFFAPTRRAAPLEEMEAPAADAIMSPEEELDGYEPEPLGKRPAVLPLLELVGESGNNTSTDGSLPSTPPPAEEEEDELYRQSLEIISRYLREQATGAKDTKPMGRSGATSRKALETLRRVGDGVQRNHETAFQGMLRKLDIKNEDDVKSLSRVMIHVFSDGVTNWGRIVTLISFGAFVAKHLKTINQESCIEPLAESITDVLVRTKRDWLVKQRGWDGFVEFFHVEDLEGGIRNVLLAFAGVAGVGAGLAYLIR
Mcl1-Noxa inh – Mcl-1/Noxa binding inhibitors, primary screen, biochemical, TR-FRET, 1536-well; TR-FRET Mcl-1/Noxa peptide binding, 2 h; inhibition, % at 21.7 µM; 220,000 tested, 1.5% active; AID 1022, 2008;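 active = compounds that cut the protein-peptide binding signal by more than 50% relative to plate controls in a single-dose test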;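 also: His-tagged Mcl-1 with rhodamine Noxa BH3 peptide and terbium anti-His antibody; 0% = Mcl-1 plus Noxa peptide wells and 100% = peptide-only wells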
Pf gamet viab – late stage P. falciparum gametocyte viability inhibitors, primary screen, ATP luminescence, HTS | P. falciparum stage V gametocytes, 24 h | inhibition, % at 10.9 µM | 150,000 tested, 0.065% active | AID 743093, 2013;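 active = inhibition above the mean plus 3 SD of compounds within the control limits, set per campaign, cut at about 38% in these data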;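 also: 0% = DMSO wells and 100% = medium only without gametocytes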
Numbers without * were called inactive. Some of the compounds tested; rates above refer to the full screens.

SMILES	Avidin bead fluor	Mcl1 Bid PPI	Mcl1-Noxa inh	Pf gamet viab
CCCCn1c(NCc2ccc(N(C)C)cc2)nc2ccccc21	5	-30	89*	-15
O=C(N/N=C/c1ccco1)C(O)c1ccccc1 (stereo unspecified)	8	-13	-8	17
NC(=O)Nc1ccc(C(=O)OCC(=O)Nc2ccc(Cl)cn2)cc1	6	-14	0	20
Cc1cc(C)cc(NC(=O)Nc2ccccc2N2CCCCC2)c1	7	-13	3	2
Cc1cc(C(=O)NNc2ccccc2F)no1	3	-27	-8	15
CN(C)c1ccc(C2Nc3ccccc3C(=O)N2CCCN2CCOCC2)cc1 (stereo unspecified)	7	-37	-19	2
COc1cccc(N=C(N)N=C(N)N)c1	6	-7	-21	9
O=C(NCc1ccccc1)c1ccc(Cl)cc1	7	-9	-6	-1
Cn1nnnc1SCc1nc2scc(-c3ccc(Cl)cc3)c2c(=O)[nH]1	8	-92	38	7
Cc1ccc(C2C(C(=O)c3cccs3)=C(O)C(=O)N2c2ccc(S(N)(=O)=O)cc2)cc1 (stereo unspecified)	6	-36	-14	-33
COc1ccccc1NC(=O)Nc1ccc(CC#N)cc1	4	-8	4	1
COc1ccc(-c2csc(NC(=O)CCS(=O)(=O)c3ccccc3)n2)c(OC)c1	5	-1	18	-11
COc1ccc(N2C(=O)CC(Sc3n[nH]c(-c4ccccc4)n3)C2=O)cc1 (stereo unspecified)	8	-64	11	-15
C/C(CCC1CC(C)OC1=O)=N\NC(N)=S (stereo unspecified)	8	-51	22	-13
CN(C)c1ccc(/C=N/n2c(-c3ccccc3Br)n[nH]c2=S)cc1	6	-76	3	-11
Cc1ccc(C)c(-n2cc(CNC(C)Cn3cncn3)c(-c3ccccc3)n2)c1 (stereo unspecified)	5	-25	12	-48
COc1ccc(-c2cc(-c3cccnc3)c(C#N)c(N)n2)cc1	8	-24	-32	-6
CN(Cc1cccs1)C(=O)c1ccc(S(=O)(=O)NCc2ccco2)cc1	9	-35	-9	-7
CC(=C\C(=O)O)/C(=C/c1ccco1)C(=O)O	4	-90	-5	0
N/C(Cc1cccc2ccccc12)=N\O	5	-2	8	18
CC(C)Cc1nnc(NC(=O)c2cc3c(s2)CCC3)s1	6	-11	7	-24
O=C(COC(=O)CSc1nnc(-c2ccc(Cl)cc2)o1)Nc1cc(Cl)ccc1Cl	7	-55	-6	9
Cc1ccc(N=C2NC(=O)/C(=C/c3cccn3C)S2)cc1C	4	-54	26	0
COc1ccc(C(C)=O)cc1COc1ccc(Cl)cc1Cl	3	92*	-11	2
O=C(O)c1cn(C2CCCCC2)c2ccccc2c1=O	9	9	-12	3
O=S1(=O)C=CC(c2ccccc2)C1 (stereo unspecified)	5	-40	8	0
CC1(C)Cc2c(C#N)c(NCCO)nc(-c3ccco3)c2CO1	11	-5	11	-10
COc1cccc(C(=O)NNC(=O)CCC(=O)O)c1	10	-43	-9	-5
N#Cc1c(-c2ccccc2)nc(SCC(=O)N2c3ccccc3Sc3ccccc32)[nH]c1=O	7	38	-10	2
COc1ccc2c(c1)[nH]c1c(=O)n(/N=C/c3ccc(OC)c(CN4CCCC4)c3)cnc12	6	-14	36	0
O=C(c1ccccc1)[C@@H]1[C@@H]2C(=O)N(c3ccc(F)cc3)C(=O)[C@@H]2C2CCCN21 (stereo partly specified)	5	-7	-8	7
CCOC(=O)c1ccc(NC(=O)c2nc[nH]c2C(=O)N[C@@H](Cc2ccccc2)C(=O)OC(C)(C)C)cc1	21	-57	-93	-1
COc1ccc(NS(=O)(=O)c2ccc(Cl)c(NC(=O)c3cccnc3Cl)c2)cc1	7	-57	1	7
Cc1nn(C)c(C)c1/C=C(/C(=O)C(C)C)n1cncn1	8	-7	5	10
CN(C)c1cc(NC(=O)CNC(C)(C)C)c2ccccc2n1	7	0	-22	0
Cc1cc(C)c2c3c(oc2n1)C(=O)N(c1cccc(Cl)c1)CC(=O)N3	7	-1	-23	-8
COc1ccccc1-n1c(SCC(=O)Nc2ccc(Br)cc2)nc(O)cc1=O	7	-36	-14	-31
N#CC(C#N)=C1C(=O)N(CCN2CCCCC2)c2ccccc21	6	-75	12	12
O=C(O)CCC1(c2ccccc2)NC(=O)NC1=O (stereo unspecified)	8	-4	-1	6
O=C(NCc1nc2ccccc2[nH]1)C1=C[C@@H](C2CCCCC2)C[C@@H](OCCCCO)O1	14	-40	4	-2
COc1ccccc1CCn1cc(C#N)c(=O)[nH]c1=O	5	0	8	-2
O=C(c1ccc(S(=O)(=O)N2CCOCC2)cc1)N(c1ccccn1)C1CCCCC1	5	-15	-7	4
COC(C[C@H]1O[C@H]1C(=O)COCc1ccccc1)OC	9	-26	12	-12
CSc1nc(N)nc(N(C)C)n1	4	1	-11	-13
CCCCNC(=S)Nc1cc(S(=O)(=O)N2CCCCC2)ccc1C	4	-52	8	13
CC(=O)c1ccc(NC(=O)c2ccc(CNc3c(N4CCOCC4)c(=O)c3=O)cc2)cc1	9	-9	15	4
O=C1N=c2ccccc2=C1c1sc(=O)[nH]c1O	7	-22	12	12
COc1cccc(-c2nc(N3CCN(Cc4ccccc4)CC3)c3ccccc3n2)c1O	5	-52	24	-15
COC(=O)CCCC1=CC2=C(c3ccccc3)C(=O)C(C)(OC(=O)C3CCCC3)C(=O)C2=CN1C1CCCCC1 (stereo unspecified)	21	-39	9	-1
O=C(CC1C(=O)NCCN1C(=O)Nc1ccc(F)cc1)Nc1cc(Cl)ccc1Cl (stereo unspecified)	14	-5	-7	-22

Later entries:
SMILES	Avidin bead fluor	Mcl1 Bid PPI	Mcl1-Noxa inh	Pf gamet viab
O=C(Nc1ccc(Cl)cc1Cl)NC1CCN(S(=O)(=O)c2ccc(F)cc2)CC1	9	-35	7	-3
CCN(CC)C(=O)c1sc2nc(-c3cccs3)cc(-c3cccs3)c2c1N	6	-42	32	4
CC1=CC(C)(C)n2c(O)c(N=N)c3c(C)c(C)cc1c32	7	-17	-10	7
Cc1c([N+](=O)[O-])c2ccc(O)cc2n1-c1ccccc1	7	2	-6	9
Cc1ccc(-c2nc3ncccc3o2)cc1NC(=O)c1ccccc1	7	10	2	2
CC(C)Nc1nc(Oc2ccc(=O)n(-c3ccccc3)n2)nc(N(C)C)n1	8	0	15	12
Cc1c(NC(=O)CN2C(=O)C(=O)N(Cc3ccccc3)C2=O)c(=O)n(-c2ccccc2)n1C	8	-23	9	-29
CC(=O)c1csc(COc2cc(Cl)cc(Cl)c2)n1	8	-3	-15	6
CC1(OC(=O)C2CCCC2)C(=O)C=C2C=C(c3ccsc3)OC=C2C1=O (stereo unspecified)	10	-17	51*	-15
COC(=O)c1cccc(NS(C)(=O)=O)c1	5	-19	-15	-2
CS(=O)(=O)Nc1ccccc1NS(C)(=O)=O	7	-41	-18	-12
Cc1cc(C)n2nc(C(=O)N/N=C/c3cn(C)nc3C)nc2n1	4	-40	0	-10
CCC(C)Sc1cc(C(F)(F)F)c(C(=O)Nc2ccc(Cl)cc2)cn1 (stereo unspecified)	6	-6	20	5
O=C1CCS/C(=N\N=C\c2ccc(Cl)cc2Cl)N1	4	-10	-4	13
Cc1cc(C)c2cc(C(=O)Nc3ccccc3)[nH]c2c1	6	-3	5	-1
COc1ccccc1/C=C/C=N/NC(=O)c1cc(-c2ccc(C)o2)[nH]n1	7	-28	18	15
COC(=O)[C@H](CC(C)C)NC(=O)NCc1ccc(Cl)cc1	5	-17	-9	6
CN(C)C(=O)c1nc2ccc(Cl)cn2c1CNCc1cccc(OC(F)(F)F)c1	7	-1	1	5
Cc1ccc(N(Cc2cc3ccc(C)cc3[nH]c2=O)S(C)(=O)=O)c(C)c1	12	-19	2	4
O=[N+]([O-])c1ccc(-c2n(-c3ccccn3)c3ccccc3[n+]2-c2ccccn2)cc1	9	-1	-15	-12

Brought forward from above: four compounds, followed by the next part.
SMILES	Avidin bead fluor	Mcl1 Bid PPI	Mcl1-Noxa inh	Pf gamet viab
COC(=O)[C@H](CC(C)C)NC(=O)NCc1ccc(Cl)cc1	5	-17	-9	6
CN(C)C(=O)c1nc2ccc(Cl)cn2c1CNCc1cccc(OC(F)(F)F)c1	7	-1	1	5
Cc1ccc(N(Cc2cc3ccc(C)cc3[nH]c2=O)S(C)(=O)=O)c(C)c1	12	-19	2	4
O=[N+]([O-])c1ccc(-c2n(-c3ccccn3)c3ccccc3[n+]2-c2ccccn2)cc1	9	-1	-15	-12
COc1ccc(CCN=C(N)C(C)c2ccccc2)cc1OC (stereo unspecified)	8	-4	11	9
COc1ccc(CCNC(=O)CCn2c(SCC(=O)N3CCCC3)nc3ccccc3c2=O)cc1OC	8	-21	-8	19
c1ccc2c(Nc3nc(-c4ccncc4)nc4ccccc34)cccc2c1	8	6	23	14
N#Cc1ccc(N2CCOCC2)nc1	4	4	-2	4
O=C(O)/C=C/C(=O)N1CCN(C(c2ccccc2)c2ccccc2)CC1	6	-2	17	-2
O=P(c1ccccc1)(c1ccccc1)c1nc(-c2ccccc2)oc1N1CCOCC1	7	-48	-3	1
O=C(Nc1ccccc1Cl)N1CCCN(c2nc(-c3ccccc3)ns2)CC1	4	-12	5	4
COc1cccc(C2=NN(C(=O)CCCC(=O)O)C(c3cccs3)C2)c1 (stereo unspecified)	9	-15	-4	23
O=C(CSc1ncnc2scc(-c3ccccc3)c12)NC1CCS(=O)(=O)C1 (stereo unspecified)	7	-7	12	17
CC(=O)NNC(=O)CCn1c2c(c3ccccc31)CCCC2	7	-49	-8	-14
COc1ccc(/C=C2/SC(=S)N(CCCC(=O)Nc3ccc(O)cc3)C2=O)cc1	8	-6	-14	9
O=C(NCc1cccnc1)C1CCC(c2ccc(Cl)cc2)CC1 (stereo unspecified)	7	-3	12	-33
O=C(N/N=C/c1cc([N+](=O)[O-])ccc1O)c1c[nH]c2ccccc12	6	-28	-67	9
CN(C(=O)Nc1ccccc1)n1cnc2ccccc2c1=O	6	13	-3	4
Cn1c(=O)c2[nH]c(SCC(=O)c3ccc(F)cc3)nc2n(C)c1=O	6	-51	8	-3
O=C(CCCOc1ccc(Cl)cc1Cl)Nc1ccc(O)cc1C(=O)O	6	-5	11	-11
COc1cccc(Cn2c(=O)c3[nH]cnc3n(-c3ccccc3C)c2=O)c1	8	-4	19	16
CN(C)N=Nc1nc2c(c(=O)n(C)c(=O)n2C)n1CC1CO1 (stereo unspecified)	6	-14	-11	5
O=C(NNc1c(Cl)cccc1Cl)c1ccno1	8	-34	-10	21
O=C1NC(=S)N/C1=C\c1cccnc1	15	-13	34	-2
CN1CCN(C2=NC(=O)/C(=C/c3ccccc3OS(=O)(=O)c3ccccc3)S2)CC1	10	-11	-13	18
COc1ccc(/C=C2\CCn3c2nc2cc(C(=O)O)ccc2c3=O)cc1OC	11	7	39	2
O=C(N/N=C/c1cccc(NC(=O)c2ccc(Cl)cc2)c1)c1ccc(O)cc1	8	-24	-45	-36
NS(=O)(=O)c1cccc(-n2cnnn2)c1	4	-12	1	-9
O=C(C[n+]1ccc(/C=N/O)cc1)NCc1ccccc1	13	-22	-9	-12
O=C(Nc1ccc(F)cc1F)N1CCN(CCc2ccccc2)CC1	6	-15	3	-6
CCCn1c(SCC(=O)c2[nH]c(C)c(C(C)=O)c2C)n[nH]c1=O	5	-17	-5	-10
O=C(COC(=O)c1cnccn1)c1ccc(Cl)c([N+](=O)[O-])c1	6	-11	-2	2
COC(=O)[C@@H](Cc1c[nH]c2ccccc12)NC(=O)c1cc(=O)[nH]c2ccccc12	12	-20	-15	-20
COc1ccc(C(=O)NNC2=C(C(=O)C(F)(F)F)CCC2)cc1	4	-133	-57	18
COc1ccc(C(=O)NC(=S)Nc2cccc3nc(C)ccc23)cc1OC	5	-59	10	3
COC(=O)c1sccc1NC(=O)CC1NCCNC1=O (stereo unspecified)	8	-10	-26	-27
O=c1c(C(c2ccc(Br)cc2)c2c(O)nc3n(c2=O)CCS3)c(O)nc2n1CCS2	5	-30	18	-19
OCCC1CN(Cc2cccn2-c2cccnc2)CCN1C1CCCC1 (stereo unspecified)	5	-78	9	-7
Cc1cc(C)c2c(n1)sc1c(N3CCN(C)CC3)ncnc12	7	-16	12	-19
CCN1CCN(C(c2cccs2)C(C)NC(=S)NC2CCCCC2)CC1 (stereo unspecified)	8	-43	16	-7
O=[N+]([O-])c1ccc2c(c1)C(O)n1nc(-c3ccccc3)nc1S2 (stereo unspecified)	8	-23	20	-6
Nc1nccc(/C=C/c2c(Cl)cccc2Cl)n1	7	-2	13	-13
